Compound activity deposited in PubChem BioAssay by several laboratories.
RTF Ca sens inh: cardiac RTF calcium desensitization. IANBD-labeled cardiac RTF, Ca2+ fluorescence. inhibition, % at 7.15 µM. 340,000 compounds, 0.12% hits. P19429+P45379;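 active means inhibition above the mean inhibition of all tested compounds plus 3 SD, cut at about 17% in these data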;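 further: assay run at fixed EC70 calcium of 1.6 mM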
Keap1 Nrf2 FP: inhibitors of human Keap1-Nrf2 protein-protein interaction | 340,000 compounds, 0.15% hits | inhibition, % at 9.4 µM | Keap1 Kelch-Nrf2 peptide fluorescence polarization, 1536-well | Q14145; in the data active means inhibition above about 12%;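 further: human Keap1 Kelch domain with fluorescein labeled Nrf2 9mer peptide probe; 0% = neutral control wells and 100% = peptide positive control; higher means more block of Keap1 binding to Nrf2 peptide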
Target sequence (Q14145 whole entry, looked up, the tested form may be a part): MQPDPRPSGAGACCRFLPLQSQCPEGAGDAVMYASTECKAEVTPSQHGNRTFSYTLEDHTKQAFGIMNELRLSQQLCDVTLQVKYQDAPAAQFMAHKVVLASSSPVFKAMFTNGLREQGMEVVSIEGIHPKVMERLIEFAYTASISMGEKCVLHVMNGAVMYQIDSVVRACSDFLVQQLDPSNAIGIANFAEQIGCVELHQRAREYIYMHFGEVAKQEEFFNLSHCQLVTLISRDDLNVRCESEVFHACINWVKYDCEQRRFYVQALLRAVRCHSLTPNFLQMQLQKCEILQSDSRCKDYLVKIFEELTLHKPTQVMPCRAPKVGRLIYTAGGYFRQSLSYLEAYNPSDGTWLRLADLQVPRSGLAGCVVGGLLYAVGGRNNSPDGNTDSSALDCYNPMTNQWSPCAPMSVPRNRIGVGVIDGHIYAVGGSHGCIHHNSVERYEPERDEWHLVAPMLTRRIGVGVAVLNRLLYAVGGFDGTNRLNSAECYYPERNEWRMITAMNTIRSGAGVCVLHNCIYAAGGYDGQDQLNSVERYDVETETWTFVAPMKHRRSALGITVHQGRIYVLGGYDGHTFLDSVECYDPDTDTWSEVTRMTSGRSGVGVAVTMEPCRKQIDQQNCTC
RTF Ca sens act: increases calcium sensitivity of human cardiac regulated thin filaments; P19429+P45379; IANBD-labeled TnC RTF fluorescence at EC20 calcium; 0% EC20 calcium, 100% full calcium; activation, % at 7.2 µM; 340,000 compounds, 0.24% hits; AID 493008;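 active means activation above the mean over all tested compounds plus 3 SD, cut at about 30% in these data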;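 further: rise in fluorescence read as greater calcium sensitivity of cardiac thin filaments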
V-ATPase pHluor: alters yeast V-ATPase proton transport | S. cerevisiae, pHLuorin cytosolic pH fluorescence | response, % at 10 µM | 350,000 compounds, 0.37% hits | AID 504577; in the data active means response mostly above about 7.3%, no sharp cut-off; inactive means mostly below about 5.4%; further: actives read high; inactives centre near 0; some compounds called inactive have numbers as strong as hits; reference of the scale not given here
Arrestin-AP2 inh: human beta-arrestin and AP2 interaction inhibition. FITC-arrestin peptide / GST-AP2 beads, flow cytometry; AP2 beta2 appendage carries R879A mutation. inhibition, % at 10 µM. 340,000 compounds, 0.31% hits. AID 504490;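 active means inhibition above a set limit, near 3 SD of compounds lacking own fluorescence, cut at about 54% in these data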;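 further: plate controls were DMSO wells for no effect and 5 µM unlabelled arrestin peptide for full effect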
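System: GST-AP2 R879A glutathione beads. Medium: PBS with 0.05% Tween 20 and 0.1% BSA. Also added: FITC-arrestin peptide, 50 nM. Incubation: 12 min plus 1 h, RT. Measured by: high-throughput flow cytometry of beads, ex 488, em 535 nm. Evaluation: percent drop in bead-associated FITC signal.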
Wnt bcat act: activators of Wnt/beta-catenin signaling. activation, % at 9.35 µM. 300,000 compounds, 1.2% hits. Wnt/beta-catenin reporter cell assay, activator, plate reader. AID 743398; in the data active means activation above about 30%, passing the limit was not always enough;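 further: 0% = neutral control wells and 100% = positive control wells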
MOR-DOR ag: agonists of human mu-delta opioid receptor heterodimerization; cells, OPRM1-OPRD1 heterodimerization, luminescence; activation, % at 9.3 µM; 340,000 compounds, 0.3% hits; AID 504326; in the data active means activation above about 18%;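 further: 0% = vehicle-treated cells and 100% = reference agonist; values of inactives mirror those of a sister screen read the other way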
MOR-DOR inv ag: inverse agonists of human mu-delta opioid receptor heterodimerization; AID 504357; 340,000 compounds, 0.21% hits; cell-based MOR-DOR heterodimer luminescence, inverse agonism; inhibition, % at 9.3 µM; in the data active means inhibition above about 22%, passing the limit was not always enough;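 further: 0% = cells with DMSO and 100% = wells without cells with DMSO; values of inactives mirror those of a sister screen read the other way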
DSG3 Ab inh: blocks pemphigus antibody binding to human desmoglein-3; AID 588358; binding (percent of control), % at 10 µM; 310,000 compounds, 0.48% hits; DSG3-coupled beads, scFv-anti-DSG3-GFP binding, flow cytometry; stronger effect = lower value; P32926;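 active means binding more than 3 SD below its plate's average and above zero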; further: some compounds called inactive have numbers as strong as hits
C-LANA FP: inhibitors of KSHV LANA C-terminal domain DNA binding; MBP-C-LANA/FAM-LBS DNA binding, fluorescence polarization; inhibition, % at 9 µM; 340,000 compounds, 0.078% hits; AID 504423;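 active means highest replicate inhibition at or above 60% at 9 µM, even if other replicates fall short; inactive means all replicates below 60% inhibition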;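 further: 0% = neutral control wells and 100% = 4 µM acridine orange control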
* = called active by the depositor; · = no result given; & = joins results of further samples.

SMILES | RTF Ca sens inh | Keap1 Nrf2 FP | RTF Ca sens act | V-ATPase pHluor | Arrestin-AP2 inh | Wnt bcat act | MOR-DOR ag | MOR-DOR inv ag | DSG3 Ab inh | C-LANA FP
CCOC(=O)C1C(=O)OC2(CCOC(C)(C)C2)C1C(=O)OCC (centres undefined) | -3 | -3 | -2 | 1 | -6 | -2 | -1.1 | 5 | · | -1.3
CCCc1nnc(SCC(=O)Nc2ccc(Cl)cc2Cl)o1 | -8 | -6 | 0 | -1 | 2 | 4 | -2.7 | 14 | 118 | 1.3
COC(=O)Nc1ccc(S(=O)(=O)N2CCC(C(=O)NC3CCCCC3)CC2)cc1 | 3 | -2 | -1 | 1 | -22 | 0 | -1.3 | 6 | 191 | -0.1
CCCC(=O)Nc1ccc(Cl)c(NC(=O)c2cccnc2Cl)c1 | -1 | -7 | 4 | -2 | -2 | · | -1.2 | 7 | 98 | 0.2
COC(=O)c1cc2nc(-c3ccccc3)cc(C)n2n1 | -8 | 1 | -4 | 0 | -1 | -4 | -2.6 | 11 | 94 | 1.8
CCOC(=O)C1CCCN(CC(O)COc2ccccc2C(C)=O)C1 (centres undefined) | -4 | 0 | -6 | -1 | 9 | · | -3.9 | 19 | 95 | 1.2
COc1ccc(N2C(=O)CSC2c2ccncc2)cc1 (centres undefined) | 4 | 1 | -2 | -4 | -5 | 1 | -2.3 | 14 | 104 | -0.1
C1=C(CCNC2=NCCCCC2)CCCC1 | -7 | -2 | -4 | 0 | 5 | · | -0.9 | 5 | 101 | -0.9
Cc1cc(C)nc(SCC(N)=O)n1 | 0 | -1 | 1 | 5 | 35 | -4 | -4.8 | 24 | 91 | -0.4
CN1CCCN(S(=O)(=O)c2cccc(Cl)c2Cl)CC1 | 1 | -1 | 2 | -4 | 50 | 0 | -2.1 | 10 | · | -1.9
O=S(=O)(Nc1ccc(S(=O)(=O)Nc2ccccc2)cc1)c1ccccc1 | -10 | 0 | -2 | 3 | 6 | · | -1.6 | 8 | 113 | -0.3
Cc1ccc(NC(=O)CN(C)C(=O)CSc2nc(C)cs2)cc1 | -1 | 0 | 2 | 0 | 22 | 0 | -0.4 | 2 | 95 | 0.4
Cc1ccccc1OCCN1C(=O)NC2(CCCc3ccccc32)C1=O (centres undefined) | 3 | 4 | -7 | -2 | -3 | · | -3.6 | 15 | · | -0.2
O=c1cc(CNCCCO)c2ccccc2[nH]1 | 0 | -4 | -5 | -3 | 2 | · | -2.5 | 12 | 98 | -0.5
COc1ccc(CN2C(=O)C(CC(C)C)Nc3ncnc(N4CCN(c5ccccc5)CC4)c32)cc1 (centres undefined) | -4 | -1 | 3 | -3 | 25 | -5&-3 | -2.5 | 14 | 108 | -1.9
O=C(NCC(O)c1ccccc1)c1cccs1 (centres undefined) | -1 | -4 | -2 | 4 | -3 | 21 | -0.6 | 3 | 103 | -2.1
COc1ccc(-c2ccc(NC(=O)c3ccco3)cc2)nn1 | -4 | -1 | -10 | -4 | 4 | 9 | -3.4 | 18 | 99 | 0.5
CCCCn1c(O)c(N=NC(=O)c2ccco2)c2ccccc21 | 2 | -6 | 13 | 0 | 5 | · | -0.6 | 3 | 102 | 1.6
CCN(C(=O)C(C)Cl)c1ccccc1 (centres undefined) | -3 | -2 | -2 | 0 | -8 | -2 | -1.6 | 8 | 110 | -3.2
CCOC(=O)N1CCN(c2cc(=O)n(-c3ccc(OCC)cc3)c(=O)[nH]2)CC1 | -9 | 1 | -2 | -2 | 8 | -1 | -1.1 | 6 | 97 | 1.1
CC(=O)Nc1ccc(NC(=O)CSc2nc3nc(-c4cccs4)cc(C(F)(F)F)c3c(=O)[nH]2)cc1 | -6 | -5 | 2 | -1 | 9 | -1 | 0.5 | -2 | 90 | -1.5
N#C/C(=N\Nc1ccc(Cl)cc1)C(N)=S | 0 | -5 | 1 | 1 | 28 | -7 | -4.1 | 20 | 114 | -1.4
O=C(Nc1ccccc1)OCCOc1ccc(Cl)cc1Cl | 1 | -4 | 2 | -2 | 10 | 0 | 6.0 | -31 | 96 | -1.4
Cc1nc2nc(C)c(NS(=O)(=O)c3ccc(CC(C)C)cc3)c(=O)n2[nH]1 | -1 | 0 | -2 | 1 | 13 | 2 | -3.0 | 16 | 108 | -1.9
Cc1ccc(NC(=O)CN2CCN(Cc3ccccc3)CC2)cc1Cl | -12 | 5 | 0 | -2 | -7 | 0 | -3.9 | 19 | · | 4.3
CCOc1ccc(CN2CCN(Cc3ccc(C)o3)CC2CCO)cc1 (centres undefined) | -12 | -2 | -5 | -3 | -12 | -6 | 0.1 | 0 | 106 | -1.2
COc1cccc(C(C(=O)NCC2CCCO2)N(C(=O)Cn2nnc3ccccc32)c2ccccc2C(C)=O)c1OC (centres undefined) | -10 | -4 | -3 | -3 | 17 | 0 | -1.9 | 12 | · | 0.0
CC1CCN(C(=O)CSc2nnc(-c3cccnc3)o2)CC1 | -10 | 1 | -3 | 1 | 26 | -2 | -2.4 | 13 | 102 | 0.6
Cc1nc2c(C)cccn2c1/C(O)=C1\C(=O)C(=O)N(CCN2CCOCC2)C1c1cccs1 (centres undefined) | -7 | -5 | 7 | -2 | -15 | · | 0.1 | 0 | 95 | 2.7
CC1=C(C(=O)N2CCCC(C(=O)c3cccc4ccccc34)C2)OCCO1 (centres undefined) | -3 | -5 | -3 | -1 | 6 | 0 | -3.1 | 16 | 98 | -0.9
Cc1ccc(-c2onc3ccc(C(=O)O)cc23)cc1 | -10 | -2 | 4 | 0 | -23 | 4 | -0.9 | 5 | 99 | -1.1
Cc1ccc(CC(=O)Nc2cccc([N+](=O)[O-])c2)cc1 | -24 | -2 | 0 | 1 | -4 | -1 | 0.5 | -3 | 89 | 1.0
Cn1c(=O)c2c(ncn2CC(=O)OCC(=O)Nc2ccccc2)n(C)c1=O | 0 | 0 | 1 | -2 | -36 | -2 | 0.4 | -2 | 122 | -0.4
Cc1cc(-n2c(SCC(=O)Nc3ccc(Br)cc3)nc3n[nH]c(C)c3c2=N)ccc1Cl | 2 | 5 | 0 | -1 | -2 | -1 | 6.5 | -35 | 91 | 0.8
CCN(CC(=O)Nc1ccccc1SC)Cc1nc2ccccc2c(=O)[nH]1 | -3 | 3 | 1 | 3 | -6 | -5 | -2.5 | 13 | 100 | -0.5
Cc1ccc(C2CC(c3cccs3)=NN2S(=O)(=O)c2ccc(C)cc2)cc1 (centres undefined) | -1 | -7 | 6 | 4 | -3 | 1 | -2.3 | 13 | 132 | -1.1
COc1ccccc1-c1nc2c3ccccc3nc(=S)n2[nH]1 | 0 | · | -4 | -2 | 6 | -1 | -4.1 | 18 | 105 | ·
COc1ccc2[nH]cc(C3N4CC5(C)CN3CC(C)(C4)C5=O)c2c1 (centres undefined) | -9 | -1 | 0 | 3 | 7 | -2 | -3.1 | 14 | · | -2.0
O=C1C(O)CC2c3ccccc3CC3(CCCC3)N12 (centres undefined) | -10 | -9 | 4 | -2 | 2 | 1 | -1.9 | 10 | 109 | 0.7
CN(C)c1ccc(S(=O)(=O)NCC(=O)NCc2ccccc2)cc1[N+](=O)[O-] | -2 | 1 | -2 | 0 | 39 | -2 | -3.4 | 16 | 102 | 0.4
CCCCCCNC(=O)CC(NS(=O)(=O)c1ccc(NC(C)=O)cc1)C(C)C (centres undefined) | -7 | -7 | -2 | 1 | 2 | · | -3.1 | 17 | 111 | -2.4
S=C(c1ccc(N2CCOCC2)cc1)N1CCOCC1 | -1 | 0 | 2 | -2 | 19 | -1 | -3.4 | 20 | 100 | -1.0
COc1ccc(C(C)=O)cc1CSc1nc2ccccc2c(=O)n1-c1cccc(C)c1 | -26 | -6 | -5 | -1 | 18 | · | -0.2 | 1 | 92 | -1.6
Cc1cc2oc(=O)cc(CN3CCCCC3C)c2c(C)c1Cl (centres undefined) | -19 | -5 | -1 | 6 | 7 | · | 1.8 | -9 | 94 | -0.8
N#C/C(C(N)=O)=C1/SC=C(c2ccccc2)N1c1ccccc1 | · | · | · | 1 | 10 | 0 | · | · | 104 | ·
C(=N\Nc1nc2ccccc2[nH]1)/c1ccc2c(c1)OCCO2 | -1 | -4 | 10 | 4 | 4 | 35* | 3.9 | -20 | 109 | -1.3
Cc1ncc([N+](=O)[O-])n1CC(=O)Nc1cccc(C(F)(F)F)c1 | 0 | -3 | -9 | 1 | -31 | 0 | -2.6 | 13 | 113 | 2.9
COc1ccccc1-n1ccnc(SCC(=O)NCc2ccccc2Cl)c1=O | 0 | -9 | 11 | 0 | -1 | 1 | -0.2 | 1 | 112 | -2.3
CC1CN(S(=O)(=O)c2cccc(C(=O)N(C)C3CCN(C)CC3)c2)CC(C)O1 (centres undefined) | -3 | -1 | 3 | 6 | 20 | -2 | -0.6 | 2 | 105 | 2.2
CC1CCCCN1C(=O)NC1CC(=O)N(c2ccc3c(c2)OCCO3)C1 (centres undefined) | -6 | -1 | 5 | -4 | 36 | 0 | -1.2 | 6 | 103 | 0.9
CNCC(=O)N(CC(C)C)c1c(N)n(CC(C)C)c(=O)[nH]c1=O | 6 | -5 | 4 | 0 | 12 | 0 | -1.7 | 9 | 102 | 1.1

4 entries from above, as labelled records:
> COc1ccccc1-n1ccnc(SCC(=O)NCc2ccccc2Cl)c1=O
  RTF Ca sens inh: 0
  Keap1 Nrf2 FP: -9
  RTF Ca sens act: 11
  V-ATPase pHluor: 0
  Arrestin-AP2 inh: -1
  Wnt bcat act: 1
  MOR-DOR ag: -0.2
  MOR-DOR inv ag: 1
  DSG3 Ab inh: 112
  C-LANA FP: -2.3
> CC1CN(S(=O)(=O)c2cccc(C(=O)N(C)C3CCN(C)CC3)c2)CC(C)O1 (centres undefined)
  RTF Ca sens inh: -3
  Keap1 Nrf2 FP: -1
  RTF Ca sens act: 3
  V-ATPase pHluor: 6
  Arrestin-AP2 inh: 20
  Wnt bcat act: -2
  MOR-DOR ag: -0.6
  MOR-DOR inv ag: 2
  DSG3 Ab inh: 105
  C-LANA FP: 2.2
> CC1CCCCN1C(=O)NC1CC(=O)N(c2ccc3c(c2)OCCO3)C1 (centres undefined)
  RTF Ca sens inh: -6
  Keap1 Nrf2 FP: -1
  RTF Ca sens act: 5
  V-ATPase pHluor: -4
  Arrestin-AP2 inh: 36
  Wnt bcat act: 0
  MOR-DOR ag: -1.2
  MOR-DOR inv ag: 6
  DSG3 Ab inh: 103
  C-LANA FP: 0.9
> CNCC(=O)N(CC(C)C)c1c(N)n(CC(C)C)c(=O)[nH]c1=O
  RTF Ca sens inh: 6
  Keap1 Nrf2 FP: -5
  RTF Ca sens act: 4
  V-ATPase pHluor: 0
  Arrestin-AP2 inh: 12
  Wnt bcat act: 0
  MOR-DOR ag: -1.7
  MOR-DOR inv ag: 9
  DSG3 Ab inh: 102
  C-LANA FP: 1.1
